Assay outcomes as filed in PubChem.
ASAP1 GAP inh: blocks human ASAP1-stimulated Arf1 GTP hydrolysis; Q9ULH1; GDP FP detection; inhibition, % at 16.5 µM; actives 0.19% (n = 360,000); AID 624377; in the data active = inhibition above about 25%;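 note: 0% = vehicle with enzyme and substrate and 100% = no enzyme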
DDE Tn7 FP inh: DD(E)-Tn7 binding inhibition, primary FP screen; inhibition, % at 8.3 µM; actives 0.13% (n = 370,000); FP displacement of FITC-Tn7 peptide from fibrin DD(E); 0% = median of compound wells per plate;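 active = inhibition above the mean of compounds falling within the control limits plus 3 SD of them, cut at about 14% in these data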;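 note: 0% = plate median of compound wells and 100% = 10 µM Aha-Tn7 peptide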
Target sequence (P02675 whole entry, looked up): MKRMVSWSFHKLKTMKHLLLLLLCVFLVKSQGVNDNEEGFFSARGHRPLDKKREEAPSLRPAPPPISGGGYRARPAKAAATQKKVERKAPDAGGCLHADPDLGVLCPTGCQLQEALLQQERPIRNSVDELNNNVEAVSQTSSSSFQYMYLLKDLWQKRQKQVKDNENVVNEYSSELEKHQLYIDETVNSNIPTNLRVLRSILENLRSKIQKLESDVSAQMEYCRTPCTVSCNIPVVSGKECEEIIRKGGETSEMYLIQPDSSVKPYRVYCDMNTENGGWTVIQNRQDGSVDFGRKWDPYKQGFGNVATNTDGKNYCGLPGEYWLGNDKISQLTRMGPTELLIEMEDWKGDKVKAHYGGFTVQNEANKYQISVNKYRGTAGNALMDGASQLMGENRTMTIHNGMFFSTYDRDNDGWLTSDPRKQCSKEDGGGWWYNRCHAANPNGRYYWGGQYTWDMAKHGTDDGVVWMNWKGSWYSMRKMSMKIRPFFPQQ
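assay system = human clot-derived fibrin DD(E) complex | quantity = Fibrin-DD(E) at 2 µM final | timing = 10 min preincubation, 3 h with tracer, room temperature | signal = fluorescence polarization | measure = percent inhibition | benchmarks = high control wells with 10 µM unlabelled Aha-Tn7 peptide (full inhibition) | replicates = singlicate testing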
ARFGAP1 inh: inhibitors of rat ARFGAP1 | actives 0.26% (n = 360,000) | inhibition, % at 16.5 µM | Q62848 | Arfgap1-stimulated ARF1 GTP hydrolysis, GDP FP detection;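 active = inhibition above a per-plate limit, mean inhibition of low control wells plus 3 SD, cut at about 25% in these data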;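 note: 0% = DMSO wells with enzyme and 100% = wells lacking Arfgap1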
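material = rat Arfgap1 catalytic domain, aa 1-136 | also added = human ARF1(Δ1-17)-GTP substrate | compound dosing = one concentration, 16.5 µM, DMSO 1.26% | times = GTP hydrolysis reaction 2 h at 25 °C | measured by = FP, GDP Alexa 633 tracer displaced from anti-GDP antibody, 620/688 nm | evaluation = percent inhibition of Arfgap1-stimulated GTP hydrolysis | replication = single well per compound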
PLC-beta3 inh: PLC-beta3 (human) inhibition, primary screen | Purified PLC-beta3, fluorogenic substrate, fluorescence | inhibition, % at 12.2 µM | actives 0.18% (n = 370,000) | AID 720704; in the data active = inhibition above about 11%;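 note: 0% = median of compound wells on plate and 100% = full blocker control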
PLC-gamma1 inh: inhibitors of human phospholipase C gamma1; purified PLC-gamma1, fluorogenic substrate, fluorescence; inhibition, % at 12.2 µM; actives 0.84% (n = 370,000); in the data active = inhibition above about 9.5%
ADAM10 inh: inhibitors of human ADAM10; recombinant ADAM10, EDANS/DABCYL FRET peptide cleavage, 3 h; actives 0.62% (n = 370,000); AID 720582; inhibition, % at 7 µM; O14672;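 active = inhibition above a per-campaign cutoff equal to the mean of compounds falling between control-based bounds plus 3 SD, cut at about 20% in these data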;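 note: 0% = DMSO wells while the 100% control is not disclosed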
SIAE primary: inhibitors of human sialic acid acetylesterase SIAE; Q9HAT2; SIAE FP-Rh probe binding, fluorescence polarization; actives 0.69% (n = 370,000); inhibition, % at 9.66 µM;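 active = inhibition above a cutoff: mean of compounds within the control limits plus 3 SD of those, cut at about 17% in these data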;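 note: 0% = plate median of compound wells and 100% = probe without SIAE protein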
DDE Tn6 FP inh: disrupts Tn6 cyclic peptide binding to fibrin D-Dimer-E complex; Fibrin DD(E) TRITC-Tn6 fluorescence polarization displacement; actives 0.21% (n = 370,000); inhibition, % at 8.3 µM; AID 720509;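 active = inhibition above a per-campaign cutoff: mean of compounds within control limits plus 3 SD, cut at about 15% in these data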;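 note: 0% = median of all compound wells on the plate and 100% = blocking peptide control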
ADAM17 inh: inhibitors of human ADAM17; P78536; recombinant ADAM17, EDANS/DABCYL FRET peptide cleavage; inhibition, % at 6.95 µM; actives 0.83% (n = 370,000); AID 720648;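 active = inhibition above the mean of compounds lying between control limits plus 3 SD, set per campaign, cut at about 8.5% in these data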;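 note: 0% = DMSO-only wells as the low control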
Target sequence (P78536 215-824 limits assumed): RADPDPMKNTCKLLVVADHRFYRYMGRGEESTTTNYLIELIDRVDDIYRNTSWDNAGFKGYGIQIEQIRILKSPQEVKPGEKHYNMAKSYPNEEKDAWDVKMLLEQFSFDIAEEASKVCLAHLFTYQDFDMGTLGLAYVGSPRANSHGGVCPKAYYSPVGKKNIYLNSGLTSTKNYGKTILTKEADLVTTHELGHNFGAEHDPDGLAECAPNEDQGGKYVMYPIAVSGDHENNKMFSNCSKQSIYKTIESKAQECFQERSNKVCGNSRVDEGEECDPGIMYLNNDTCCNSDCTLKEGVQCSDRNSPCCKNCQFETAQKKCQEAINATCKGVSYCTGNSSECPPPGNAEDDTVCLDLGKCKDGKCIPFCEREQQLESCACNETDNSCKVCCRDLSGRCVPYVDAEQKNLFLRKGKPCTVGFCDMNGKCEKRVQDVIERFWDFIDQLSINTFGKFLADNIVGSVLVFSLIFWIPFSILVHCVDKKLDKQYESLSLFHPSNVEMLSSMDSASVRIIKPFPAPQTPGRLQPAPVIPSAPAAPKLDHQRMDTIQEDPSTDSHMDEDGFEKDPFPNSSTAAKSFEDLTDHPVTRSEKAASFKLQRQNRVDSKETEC
TDP2 inh: TDP2 (human) inhibition, absorbance primary screen. O95551. recombinant TDP2, T5PNP hydrolysis, p-nitrophenol absorbance 415 nm. inhibition, % at 12.8 µM. actives 0.34% (n = 370,000);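 active = inhibition above the mean of all tested compounds plus 3 SD, set per campaign, cut at about 25% in these data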;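 note: 0% = DMSO with enzyme and 100% = buffer with substrate but no TDP2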
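Assay system: Recombinant human TDP2 | Quantity: 120 nM TDP2 per well | Incubation: 2 h at 37 °C | Signal: Epi absorbance | Evaluation: Percent inhibition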
The depositor's hits bear a star; i = inactive; nt = not tested or not shown.

cpd	compound	ADAM17 inh	PLC-gamma1 inh	ARFGAP1 inh	DDE Tn6 FP inh	DDE Tn7 FP inh	TDP2 inh	ADAM10 inh	ASAP1 GAP inh	PLC-beta3 inh	SIAE primary
1	Fc1ccc(-c2n[nH]c(=S)n2-c2ccc3c(c2)OCCO3)cc1	-1	-3	-1	1	1	-7	3	-1	-6	-5
2	CCc1ccc(NS(=O)(=O)c2ccc3[nH]cc(C(=O)N(C)Cc4ccco4)c(=O)c3c2)cc1	-9	-5	-3	-5	-8	-5	-28	5	-10	-2
3	CCCCN1C(=O)C(C)=C(C)C1OCCc1ccc(OC)c(OC)c1 (stereo not drawn)	0	3	3	3	-2	-6	3	-5	-2	-2
4	COC(=O)c1ccccc1S(=O)(=O)N1CCC(C(=O)OCc2cccc(OC)c2OC)CC1	-2	-1	-13	4	2	0	1	-8	-8	-2
5	COC(=O)C(C)Oc1ccc(Cc2ncc(C(F)(F)F)cc2Cl)cc1 (stereo not drawn)	-2	-2	1	0	1	-8	-10	0	-9	-4
6	CNS(=O)(=O)/C=C/c1ccccc1CCNC(=O)OC(C)(C)C	8	2	nt	-1	-8	-11	19	nt	-1	-4
7	O=C1CCC/C=C\C[C@@H](CC(=O)N(CCO)Cc2ccccc2)C(=O)N[C@H](Cc2c[nH]c3ccccc23)CO1	0	1	9	5	-6	-14	-6	-3	1	3
8	Cc1ccc(OCc2cccc(S(=O)(=O)N(C)C)c2)c([N+](=O)[O-])n1	-2	1	-7	0	2	2	-7	4	-1	0
9	O=C(CSc1nc(=O)n(CCN2CCOCC2)c2c1CCCC2)Nc1ccc([N+](=O)[O-])cc1	-4	3	-6	8	6	5	-9	4	-10	-3
10	O=C(NC(=S)Nc1cccc(Cl)c1N1CCOCC1)c1cccs1	-2	9.9*	3	3	0	-4	-1	0	-2	6
11	CN1CCN(C(=O)CCN2C(=O)/C(=C/c3cccc(Br)c3)SC2=S)CC1	-1	-4	0	-4	-2	4	3	-6	-15	-1
12	CCOc1ccc(CCNC(=O)C2CCCN(c3nn4c(=O)cc(C)nc4s3)C2)cc1 (stereo not drawn)	-1	4	4	-3	-5	11	0	-10	1	2
13	COc1ccc(-c2nnc(SCC(=O)c3ccc[nH]3)o2)cc1	-4	0	1	0	-2	-1	-3	2	-3	-4
14	Cc1c(C)n(C)c2ccc(C(=O)NCCCN3CCCC3)cc12	-7	-12	10	-10	0	8	-7	10	-23	2
15	CCN(CC)CCCN(C)C(=O)Cn1nc(Cc2ccncc2)c2ccccc2c1=O	-7	1	-14	0	-4	12	-4	-12	1	-1
16	COCCNC(=O)Cn1c(=O)n(Cc2ccco2)c(=O)c2ccccc21	-9	-2	5	-2	2	-2	-3	-3	0	4
17	O=S(=O)(/C=C/c1ccccc1)N1CCN(c2cccc(Cl)c2)CC1	-2	0	6	7	8	7	8	1	-1	1
18	CCOC(=O)[C@]12CCCC=C1N(CCC1=CCCCC1)C(=O)[C@H](CC(=O)NCc1ccc(C)o1)C2	-4	0	-5	-6	8	-3	-6	-14	1	1
19	CCOC(=O)C1=C(N)Oc2cc(O)ccc2C1c1ccc(F)cc1F (stereo not drawn)	-26	-70	13	-6	0	9	-44	-9	-98	0
20	Cc1nnc(SCC(=O)Nc2ccccc2F)n1-c1ccc(F)cc1	-1	4	10	2	3	1	0	-7	-2	12
21	C=CCOc1cccc(C(=O)/C=C2/C(=O)Nc3ccccc32)c1	1	-4	12	-1	2	0	6	5	-7	17
22	Cc1ccc(CNC(=O)c2sccc2-n2cccc2)cc1	-2	1	12	4	-1	-7	0	9	2	14
23	CCc1nnc(NC(=O)CCC(=O)NCc2ccc(OC)cc2)s1	-1	0	7	12	-1	-10	2	0	0	-1
24	CCC(C(=O)O)n1nnc(-c2ccc(OCc3ccccc3)c(OC)c2)n1 (stereo not drawn)	-4	-2	11	-8	-7	2	-8	5	-8	-4
25	O=C(c1cc(-c2ccc(O)cc2)on1)N1CCCC1	-2	-2	8	-2	-3	13	-5	-7	-5	-1

Four records picked at random from those above:
cpd	compound	ADAM17 inh	PLC-gamma1 inh	ARFGAP1 inh	DDE Tn6 FP inh	DDE Tn7 FP inh	TDP2 inh	ADAM10 inh	ASAP1 GAP inh	PLC-beta3 inh	SIAE primary
12	CCOc1ccc(CCNC(=O)C2CCCN(c3nn4c(=O)cc(C)nc4s3)C2)cc1 (stereo not drawn)	-1	4	4	-3	-5	11	0	-10	1	2
10	O=C(NC(=S)Nc1cccc(Cl)c1N1CCOCC1)c1cccs1	-2	9.9*	3	3	0	-4	-1	0	-2	6
2	CCc1ccc(NS(=O)(=O)c2ccc3[nH]cc(C(=O)N(C)Cc4ccco4)c(=O)c3c2)cc1	-9	-5	-3	-5	-8	-5	-28	5	-10	-2
23	CCc1nnc(NC(=O)CCC(=O)NCc2ccc(OC)cc2)s1	-1	0	7	12	-1	-10	2	0	0	-1

Later entries.
cpd	compound	ADAM17 inh	PLC-gamma1 inh	ARFGAP1 inh	DDE Tn6 FP inh	DDE Tn7 FP inh	TDP2 inh	ADAM10 inh	ASAP1 GAP inh	PLC-beta3 inh	SIAE primary
26	O=C(c1[nH]ncc1-c1ccc(Cl)cc1)C1CO1 (stereo not drawn)	-6	-5	4	-3	6	13	-12	-6	-15	-4
27	O=C(C1CC1)C1(C(=O)N2CCOCC2)CC(c2ccccn2)=NO1 (stereo not drawn)	1	5	nt	0	-2	-5	2	nt	2	3
28	CCCC1C(=O)N(c2ccccc2)C1c1ccccc1 (stereo not drawn)	1	2	-18	-11	4	4	4	-7	2	6
29	CC(=O)N/C(=C\c1ccccc1)C(=O)N1CCOCC1	-4	-2	-13	-2	4	0	-7	0	0	-9
30	CCOCCOC(=O)c1[nH]c2c(c1C)C(=O)CC(c1cc(OC)c(OC)c(OC)c1)C2 (stereo not drawn)	-1	3	7	-5	-5	6	0	3	-5	-4
31	CCN(c1ccc(C)cc1)S(=O)(=O)c1nnc(NC(=O)c2ccco2)s1	-5	-29	1	6	4	20	-10	9	-55	-2
32	COc1ccc(C(=O)NCc2ccccc2C)cc1S(=O)(=O)NC1CCCC1	0	0	-3	2	3	-5	-13	0	-4	-5
33	Cc1ccccc1NC(=O)N1CCC(C(=O)c2ccc(F)cc2)CC1	-2	-1	-5	4	4	-7	-8	-8	-2	-4
34	O=C(NCc1ccco1)/C(=C/c1cccc([N+](=O)[O-])c1)NC(=O)c1ccco1	-7	-1	0	2	-5	-5	-2	-3	-10	-7
35	COCCC(=O)N1CCC(Oc2ccc(C(=O)NCc3cccc(C)n3)cc2)CC1	-9	1	-1	1	4	3	-2	1	-7	3
36	COc1ccc(S(=O)(=O)N2CCOCC2)cc1NC(=O)Cc1ccccc1Cl	2	2	17	-4	1	5	6	5	1	0
37	O=C(CSc1nnc(SCC(=O)NCc2ccc3c(c2)OCO3)s1)NCc1ccc2c(c1)OCO2	-4	-3	-10	7	-2	-2	0	1	1	4
38	COc1ccc(/C=C/C=C2\N=C(SC)SC2=O)cc1	-5	-9	-1	1	0	0	-15	7	-10	1
39	CCc1ccc(NC(=O)N2CCN(c3ccc(F)cc3)CC2)cc1	-3	-1	-1	1	8	-2	-1	-2	-1	-10
40	CC(=O)Nc1cc[n+](CC(=O)c2ccc(Cl)cc2)cc1	-6	0	-1	-3	7	6	4	-7	-18	1
41	N#Cc1c(NC(=O)c2cnn3cccnc23)sc2c1CCCC2	0	3	12	-1	-2	-20	-7	-7	-10	5
42	CC(NC(=O)Cc1ccc(S(=O)(=O)N2CCCCC2)cc1)c1ccccc1 (stereo not drawn)	-2	-6	6	4	-1	-6	-6	1	-11	1
43	Cc1ccsc1/C=N/NC(=O)Cc1ccc([N+](=O)[O-])cc1	1	4	-1	1	-5	-3	6	-6	-2	1
44	Nc1nnn(CC(=O)N/N=C/c2ccc(Cl)cc2Cl)n1	-7	2	-7	4	2	0	-7	-4	-6	-2
45	CC1=C(C(=O)OCC2CCCO2)C(c2ccsc2)C2=C(CC(C)(C)CC2=O)N1 (stereo not drawn)	-85	-156	0	2	0	11	-260	7	-231	1
46	CN1CCOc2cc(S(=O)(=O)NCc3ccc(S(N)(=O)=O)cc3)ccc21	-3	0	-4	-2	2	-12	-3	11	-12	-8
47	C[C@H](CO)N1C[C@H](C)[C@@H](CN(C)C(=O)Nc2ccccc2)Oc2ccc(NC(=O)c3ccncc3)cc2C1=O	0	1	-5	3	-5	0	4	-11	1	4
48	c1ccc(Nc2nc(N3CCCC3)nc(N3CCCC3)n2)cc1	-1	0	-17	-2	0	-13	7	-4	1	-2
49	O=C(CCN1CCN(C/C=C/c2ccccc2)CC1)Nc1cccc(F)c1	2	7	7	1	1	-9	7	2	0	6
50	O=C(Nc1ccccc1Cl)C1Cc2ccccc2O/C1=N\O (stereo not drawn)	-7	-5	7	0	5	-9	-8	18	-4	-5
51	Cc1ccc(SC[C@H](c2ccccc2)N2CCN(CCc3ccccc3)CCC2=O)cc1	0	-3	0	0	6	7	11	4	-6	6
52	Cn1c(=O)c2c(nc(CN3CCc4ccccc4C3)n2Cc2ccc(F)cc2)n(C)c1=O	-8	-6	0	-4	-7	2	-21	-3	-50	-17
53	Cc1ccsc1C(=O)OCC(=O)Nc1cccc(S(=O)(=O)N2CCCCC2)c1	3	0	6	-1	1	10	5	-17	0	-18
54	COc1ccc2cc(C(N)=O)c(=Nc3ccccc3)oc2c1	-244	-42	-3	2	-2	-3	i	8	-57	9
55	CS(=O)(=O)Nc1ccccc1-c1cccc2nccn12	-86	-87	0	3	5	5	-326	-5	-106	5
56	CCC(C)N1C(=O)CCC1C(=O)N1CCN(c2ccc(F)cc2)CC1 (stereo not drawn)	0	0	-5	7	6	5	2	-10	1	1
57	N#Cc1cc([N+](=O)[O-])ccc1Oc1ccc(-c2nnco2)cc1	-1	1	-5	-2	-5	0	3	-8	-5	0
58	COc1ccc(CC2(CO)CCN(S(=O)(=O)c3cccc4cccnc34)CC2)cc1	2	1	-10	1	1	-8	6	-7	-2	3
59	Cc1nc(C)c(C(=O)OCC(=O)Nc2cccc(C)c2C)s1	0	-2	9	-7	-3	5	-1	9	-4	10
60	Cn1c2ccccc2n2c(=O)c(=O)n(CC(=O)c3ccc(Cl)cc3)nc12	1	-15	14	2	-1	-4	5	4	-12	-1
61	COc1cc(NC(=O)CSc2nc3c(c(=O)n(C)c(=O)n3C)n2C)cc(OC)c1	-3	0	10	2	6	14	1	4	-7	-2
62	CC(=O)Nc1ccc(OCc2nnc(-c3ccc(Cl)cc3)o2)cc1	0	-5	8	-2	3	6	-1	12	-2	6
63	c1ccc(-c2ccc(-c3nc(-c4cccnc4)no3)cc2)cc1	3	0	2	-5	-5	-2	1	3	0	-3
